LRH-1 inv ag: inverse agonists of human LRH-1 (NR5A2) | O00482 | HEK293T StAR-luciferase reporter, LRH-1 transfected, 24 h | inhibition, % at 3.6 µM | actives 0.13% (n = 360,000) | AID 602396;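 active = inhibition above the mean inhibition of all tested compounds plus 3 SD, cut at about 73% in these data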;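 note: 0% = DMSO wells and 100% = reporter-only cells lacking LRH-1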
TROY NFkB inh: inhibitors of TROY-dependent NF-kB signaling. AID 1347056. inhibition, % at 10 µM. Q293 LMP1-TROYcd NF-kB luciferase reporter, 4 h. actives 0.98% (n = 360,000);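 active = compounds whose plate-normalised and pattern-corrected inhibition of the luciferase reporter signal at the single screening dose is 50% or more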
TLR9-MyD88 block: blocks human TLR9 binding to MyD88 | Q9NR96+Q99836 | CHO BLA complementation TLR9-MyD88, CCF4 FRET ratio | inhibition, % at 4.98 µM | actives 0.21% (n = 340,000) | AID 504734;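 active = inhibition above the mean over all tested compounds plus 3 SD, cut at about 21% in these data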;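 note: 0% = DMSO only wells and 100% = clavulanate BLA inhibitor control wells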
SRC3 inh: inhibits human SRC3 coactivator; Q9Y6Q9; HEK293 GAL4-SRC3 luciferase reporter, luminescence; inhibition, % at 3.6 µM; actives 0.17% (n = 360,000); AID 588352;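 active = inhibition above a per-campaign cutoff, the mean of all compounds plus 3 SD, cut at about 60% in these data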;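 note: 0% = DMSO-treated cells and 100% = gossypol-treated cells at 36 µM; higher means less SRC3-driven luciferase light from the GAL4 reporter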
SRC1 inh: human NCOA1 inhibition; HEK293 GAL4-SRC1 luciferase reporter, luminescence; inhibition, % at 3.6 µM; actives 0.12% (n = 360,000);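 active = inhibition above the campaign mean plus 3 SD, with each screening campaign given its own cutoff, cut at about 60% in these data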;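 note: 0% = DMSO treated cells and 100% = gossypol at 36 µM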
NOD2 RIPK2 PPI: inhibitors of human NOD2-RIPK2 interaction; O43353; CHO BLA complementation NOD2-RIPK2, CCF4 ratio; inhibition, % at 4.98 µM; actives 0.38% (n = 360,000); AID 624267; in the data active = inhibition above about 21%;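 note: 0% = vehicle only and 100% = reference blocker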
Target sequence (O43353 whole entry, looked up): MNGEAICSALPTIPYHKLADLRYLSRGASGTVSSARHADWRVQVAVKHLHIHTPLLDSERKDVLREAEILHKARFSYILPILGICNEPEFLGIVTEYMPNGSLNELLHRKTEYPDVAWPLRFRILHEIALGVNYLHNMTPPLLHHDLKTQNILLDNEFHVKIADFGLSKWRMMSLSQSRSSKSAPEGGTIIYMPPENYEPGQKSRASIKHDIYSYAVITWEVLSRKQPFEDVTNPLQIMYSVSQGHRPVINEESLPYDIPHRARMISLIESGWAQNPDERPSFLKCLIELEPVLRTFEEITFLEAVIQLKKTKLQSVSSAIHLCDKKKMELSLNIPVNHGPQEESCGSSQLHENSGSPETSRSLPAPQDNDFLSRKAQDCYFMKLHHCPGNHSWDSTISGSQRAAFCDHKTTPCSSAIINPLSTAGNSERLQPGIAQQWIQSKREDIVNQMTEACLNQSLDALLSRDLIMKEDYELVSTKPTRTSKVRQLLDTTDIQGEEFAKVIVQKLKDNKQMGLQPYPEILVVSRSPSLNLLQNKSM
NR2F2 inh: blocks human COUP-TFII nuclear receptor | HEK293T NGFI-A luciferase reporter, luminescence | inhibition, % at 8.6 µM | actives 0.7% (n = 370,000);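 active = inhibition above a per-plate cutoff, mean inhibition of test wells between control levels plus 3 SD, cut at about 38% in these data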;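 note: cells cotransfected with COUP-TFII expression vector driving the NGFI-A reporter; 0% = median of COUP-TF2 test wells and 100% = reporter-only cells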
Target sequence (P24468 whole entry, looked up): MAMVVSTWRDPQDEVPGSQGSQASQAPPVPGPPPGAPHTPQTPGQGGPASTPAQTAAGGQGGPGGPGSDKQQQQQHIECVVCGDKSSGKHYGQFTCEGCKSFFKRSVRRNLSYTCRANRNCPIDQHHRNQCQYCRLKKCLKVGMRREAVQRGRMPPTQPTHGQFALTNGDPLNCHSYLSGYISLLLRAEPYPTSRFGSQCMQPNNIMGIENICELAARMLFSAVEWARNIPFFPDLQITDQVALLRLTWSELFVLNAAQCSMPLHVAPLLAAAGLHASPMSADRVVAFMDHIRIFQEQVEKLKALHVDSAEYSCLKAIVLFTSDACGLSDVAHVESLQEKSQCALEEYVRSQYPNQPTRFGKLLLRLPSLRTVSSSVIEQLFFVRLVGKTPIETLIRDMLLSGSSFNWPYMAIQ
ABHD5 PLIN5 PPI: inhibitors of human ABHD5-perilipin-5 interaction; Q00G26+Q8WTS1; inhibition, % at 4 µM; Split G. princeps luciferase complementation, luminescence, 4 h; actives 0.78% (n = 360,000); AID 602281;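 active = inhibition above the mean inhibition across every tested compound plus 3 SD, cut at about 22% in these data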;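 note: 0% = DMSO only wells and the 100% control is not disclosed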
Exocytosis inh: lytic granule exocytosis inhibition. TALL-104 LAMP-1 surface exposure, flow cytometry; cells stimulated with thapsigargin and PMA. inhibition, % at 10 µM. actives 0.66% (n = 360,000). AID 651702;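 active = inhibition above about 55%, limit read from the data; inconclusive = no clear call, values can overlap the other calls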
TWEAK-Fn14 inh: inhibitors of TWEAK-Fn14 interaction signaling; inhibition, % at 10 µM; TWEAK-stimulated Fn14 reporter cells, luciferase luminescence, 8 h; actives 2% (n = 360,000); in the data active = inhibition above about 50%
SRC2 inh: inhibits human steroid receptor coactivator 2 | Q15596 | HEK293 GAL4-SRC2 luciferase reporter, luminescence | inhibition, % at 9 µM | actives 0.17% (n = 370,000) | AID 651957;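 active = inhibition above the mean inhibition of all tested compounds plus 3 SD, set per campaign, cut at about 52% in these data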;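 note: 0% = DMSO treated cells and 100% = cells given Gossypol at 36 µM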
* marks the source's active call; other numbers are inactive results; ? = inconclusive; · = not tested or not shown. The list is partial, so the mix of outcomes need not match the whole.

SMILES	LRH-1 inv ag	TROY NFkB inh	TLR9-MyD88 block	SRC3 inh	SRC1 inh	NOD2 RIPK2 PPI	NR2F2 inh	ABHD5 PLIN5 PPI	Exocytosis inh	TWEAK-Fn14 inh	SRC2 inh
COc1ccc(NC(=O)COc2cc(C)cc(C)c2)cc1S(=O)(=O)N1CCCCC1	-5	18	1	-4	13	-5	28	7	-2	26	-20
CN1CCN(c2ccc(NC(=S)NC(=O)c3cccc4c(Br)cccc34)cc2)CC1	3	-16	0	12	8	-2	-16	4	53	-40	-1
O=C(NCC1CCCO1)C1CCCN(S(=O)(=O)c2ccc(Cl)cc2)C1 (stereo unspecified)	-6	-6	4	8	10	-14	-10	-1	1	39	-12
Cn1c(C(O)c2ccc(Cl)cc2)nc(Cl)c1Cl (stereo unspecified)	1	12	13	11	-6	-1	12	-6	3	-6	-15
Cc1ccc(NS(=O)(=O)c2ccccc2[N+](=O)[O-])cc1C	-3	-32	2	-16	1	-3	-6	-9	3	8	-12
COc1ccccc1C(=O)COC(=O)CN1C(=O)C2CC=CCC2C1=O (stereo unspecified)	12	-11	2	17	22	-5	-29	8	2	-10	-7
C=CCNC(=O)c1cccc(NS(=O)(=O)c2ccc(Cl)cc2)c1	9	15	-8	12	-2	-3	9	-1	11	14	-5
O=C(O)Cc1sc(Nc2ccc(F)cc2)nc1-c1cccs1	-51	-76	6	-62	-68	3	-33	-18	2	7	-45
CCOc1ccc(N2CC(C(=O)NCc3nnnn3-c3ccc(C)c(C)c3)CC2=O)cc1 (stereo unspecified)	-6	-12	2	-15	-8	-9	11	-5	-5	13	-13
CCN(CC(=O)Nc1ccc(NC(C)=O)cc1)CC(=O)Nc1ccc(Cl)c(Cl)c1	9	4	-3	-8	-18	-10	15	6	-1	-9	-28
Cc1ccsc1/C=N/NC(=O)c1ccco1	-74	-48	-5	-15	-42	-6	-33	3	0	-22	-36
CCOc1ccc(NC(=O)CSc2nnc(-c3ccco3)n2N)cc1	14	-2	5	-14	-5	-7	11	3	-14	14	-39
O=C1CCc2cc(S(=O)(=O)NCCC(=O)N3CCN(c4cccc(Cl)c4)CC3)ccc2N1	-16	7	3	-2	-9	-6	-9	-1	-10	18	-8
CC(C)NC(=O)N(C)C[C@H]1Oc2ccc(NC(=O)NC3CCCCC3)cc2C(=O)N([C@H](C)CO)C[C@@H]1C	-6	-22	4	0	-5	-3	3	-6	-4	-6	-13
Cc1nn(-c2ccccc2)c(C)c1/C=N/NC(=O)c1ccc(F)cc1	-15	-28	1	-25	-8	4	-1	3	-5	-20	-1
O=C(Nc1nnc(CSCc2ccc(F)cc2)s1)c1cccc([N+](=O)[O-])c1	3	45	-3	4	7	7	-8	5	-4	24	-11
CC(O)(c1cccnc1)c1nc(-c2cccc(C(F)(F)F)c2)cs1 (stereo unspecified)	35	14	·	-10	-7	1	-5	-2	-4	10	-3
C=CCNc1nc(C(F)(F)F)nc2c1nnn2Cc1ccccc1Cl	16	-38	6	13	12	-8	4	14	-4	0	-36
O=C(CNC(=O)c1ccc(Cl)cc1)NNC(=O)c1ccc(Br)cc1	-3	-2	2	-5	-7	-9	8	-1	8	2	-8
C[C@H](CO)N1C[C@H](C)[C@@H](CN(C)CC2CCCCC2)Oc2c(NS(=O)(=O)c3ccccc3)cccc2C1=O	9	0	1	-13	4	4	-16	6	-8	-2	-24
CCn1c(SCC(=O)NC2CCCc3ccccc32)nnc1-c1ccncc1 (stereo unspecified)	-20	23	-1	-1	-3	-9	1	5	4	-10	-24
O=C1C2C(C(=O)N1Cc1ccco1)C1C=CC2C12CC2 (stereo unspecified)	-13	20	6	14	5	4	-20	6	-2	3	8
CCOC(=O)Nc1ccc2c(CN3CCN(S(=O)(=O)c4ccccc4F)CC3)cc(=O)oc2c1	9	-4	-5	18	2	-7	7	-8	0	-21	-29
O=C(COC(=O)c1ccccc1[N+](=O)[O-])NC(=O)c1ccccc1	-11	-54	4	12	-20	-2	0	2	-10	-20	20
COc1ccc(-n2cc(C(=O)Nc3cc([N+](=O)[O-])ccc3OC)c3ccccc3c2=O)cc1	15	4	2	11	17	1	16	-2	?	-6	4
CCCCN(CC)CCNC(=O)c1cc2c(-c3ccccc3F)nn(C)c2s1	1	-14	11	14	2	3	-5	5	-16	-18	-29
COC(=O)c1ccc(C2OCC(C)(C)CO2)cc1	-19	-47	-4	-39	-97	7	-20	-4	-2	2	-17
CSc1nc2ccc(NS(=O)(=O)c3ccc(Br)s3)cc2s1	23	25	-7	12	1	-13	-2	5	3	-2	-14
COc1cc(CN2C[C@@H](CO)O[C@@H](n3cnc4c(N5CCN(c6ccccc6)CC5)ncnc43)C2)cc(OC)c1OC	17	7	·	-35	14	-15	-12	-1	-4	-4	3
COc1ccccc1C(=O)N(C)CC(=O)Nc1ccc(N2CCOCC2)cc1	14	7	-3	-14	-15	9	7	-1	5	-4	0
CSc1ccc(CNC(=O)C2CCC(=O)N(Cc3cccc(F)c3)C2)cc1 (stereo unspecified)	10	-6	7	18	-23	1	3	-10	0	12	-15
COc1ccc(CC(=O)NCCCCc2ccccc2)cc1OC	5	12	6	13	0	4	-1	-2	7	-5	4
Cc1cc(C(=O)CCC(=O)N2CCN(c3ccccc3O)CC2)c(C)s1	-21	4	-11	-18	2	-12	3	-4	3	-3	6
CCc1cc(CNC(=O)CC2C(=O)NCCN2Cc2ccccc2C(F)(F)F)on1 (stereo unspecified)	-4	-7	1	13	2	-13	7	-1	0	10	-12
CCn1cc(CN2CCC(C(=O)Nc3cccc(-c4cccc(Cl)c4)c3)CC2)cn1	-8	2	-11	-5	-18	0	2	-3	17	2	-6
CC1CCN(c2ccc3nnc(CCC(=O)NC(C)C)n3n2)CC1	-19	-15	-11	7	-5	-9	-7	-3	0	10	0
c1ccc(CSc2ccc(-c3cccs3)nn2)cc1	-104	-65	0	-86	-111	-4	-42	-7	0	-24	-38
O=C(/C=C/c1ccc(Cl)cc1)N(Cc1ccccc1)c1ccccn1	-11	-3	2	14	5	-2	-11	-6	0	-5	-27
O=C(NC(Cc1ccccc1)C(=O)N1CCCCC1)c1ccccc1 (stereo unspecified)	21	-6	2	-1	-24	1	-20	7	-5	5	6
O=C(COC(=O)CNC(=O)c1ccccc1)Nc1ccc(Cl)cc1C(F)(F)F	4	-12	-9	4	12	-19	6	1	-3	-1	2
Cc1ccc(Cl)cc1N1C(=O)CC(C)(C)CC1=O	-4	8	9	-10	15	1	2	-2	-8	-13	-20
COC(=O)/C=C/c1ccccc1S(=O)(=O)N(Cc1ccccc1)Cc1ccco1	21	13	-3	-1	-7	-7	-4	3	6	8	-5
Cc1cc(C)n(CCN(C)Cc2cn[nH]c2-c2ccc(F)cc2F)n1	-13	6	0	8	-2	-6	-19	2	0	2	24
c1cc2nncn2nc1N1CCCC1	8	12	-6	-1	-7	-5	9	0	0	-4	9
Cc1ccc(SCCN2CCN(CCc3ccccc3)CCC2=O)cc1	10	-24	11	-11	-8	4	2	6	-4	-5	-13
C/C(=N\NC(=O)CN1CCOCC1)C(C)(C)C	2	-10	6	5	-12	-2	15	-3	10	-6	-12
CN(C(=O)COC(=O)c1cc([N+](=O)[O-])ccc1Cl)c1ccccc1	-7	3	-4	-3	10	1	5	-2	-10	18	10
COc1cc(OC)cc(C(=O)NCCOc2ccccc2)c1	-86	-2	-2	-64	-62	-13	-22	-4	6	-6	-47

2 entries picked at random from those above:
SMILES	LRH-1 inv ag	TROY NFkB inh	TLR9-MyD88 block	SRC3 inh	SRC1 inh	NOD2 RIPK2 PPI	NR2F2 inh	ABHD5 PLIN5 PPI	Exocytosis inh	TWEAK-Fn14 inh	SRC2 inh
Cc1ccc(SCCN2CCN(CCc3ccccc3)CCC2=O)cc1	10	-24	11	-11	-8	4	2	6	-4	-5	-13
Cc1cc(C)n(CCN(C)Cc2cn[nH]c2-c2ccc(F)cc2F)n1	-13	6	0	8	-2	-6	-19	2	0	2	24

12 of the compounds above, bar-delimited:
canonical_smiles | LRH-1 inv ag | TROY NFkB inh | TLR9-MyD88 block | SRC3 inh | SRC1 inh | NOD2 RIPK2 PPI | NR2F2 inh | ABHD5 PLIN5 PPI | Exocytosis inh | TWEAK-Fn14 inh | SRC2 inh
c1ccc(CSc2ccc(-c3cccs3)nn2)cc1 | -104 | -65 | 0 | -86 | -111 | -4 | -42 | -7 | 0 | -24 | -38
O=C(/C=C/c1ccc(Cl)cc1)N(Cc1ccccc1)c1ccccn1 | -11 | -3 | 2 | 14 | 5 | -2 | -11 | -6 | 0 | -5 | -27
O=C(NC(Cc1ccccc1)C(=O)N1CCCCC1)c1ccccc1 (stereo unspecified) | 21 | -6 | 2 | -1 | -24 | 1 | -20 | 7 | -5 | 5 | 6
O=C(COC(=O)CNC(=O)c1ccccc1)Nc1ccc(Cl)cc1C(F)(F)F | 4 | -12 | -9 | 4 | 12 | -19 | 6 | 1 | -3 | -1 | 2
Cc1ccc(Cl)cc1N1C(=O)CC(C)(C)CC1=O | -4 | 8 | 9 | -10 | 15 | 1 | 2 | -2 | -8 | -13 | -20
COC(=O)/C=C/c1ccccc1S(=O)(=O)N(Cc1ccccc1)Cc1ccco1 | 21 | 13 | -3 | -1 | -7 | -7 | -4 | 3 | 6 | 8 | -5
Cc1cc(C)n(CCN(C)Cc2cn[nH]c2-c2ccc(F)cc2F)n1 | -13 | 6 | 0 | 8 | -2 | -6 | -19 | 2 | 0 | 2 | 24
c1cc2nncn2nc1N1CCCC1 | 8 | 12 | -6 | -1 | -7 | -5 | 9 | 0 | 0 | -4 | 9
Cc1ccc(SCCN2CCN(CCc3ccccc3)CCC2=O)cc1 | 10 | -24 | 11 | -11 | -8 | 4 | 2 | 6 | -4 | -5 | -13
C/C(=N\NC(=O)CN1CCOCC1)C(C)(C)C | 2 | -10 | 6 | 5 | -12 | -2 | 15 | -3 | 10 | -6 | -12
CN(C(=O)COC(=O)c1cc([N+](=O)[O-])ccc1Cl)c1ccccc1 | -7 | 3 | -4 | -3 | 10 | 1 | 5 | -2 | -10 | 18 | 10
COc1cc(OC)cc(C(=O)NCCOc2ccccc2)c1 | -86 | -2 | -2 | -64 | -62 | -13 | -22 | -4 | 6 | -6 | -47

Going on with the list.
SMILES	LRH-1 inv ag	TROY NFkB inh	TLR9-MyD88 block	SRC3 inh	SRC1 inh	NOD2 RIPK2 PPI	NR2F2 inh	ABHD5 PLIN5 PPI	Exocytosis inh	TWEAK-Fn14 inh	SRC2 inh
O=C(O)c1ccccc1C(=O)N1CC=C(c2ccccc2)CC1	-3	27	-11	11	7	-4	12	-1	-4	45	-3
COC/C=C/C1=CC2=CC(=O)C(C)(OC(=O)c3cnc4ccccc4n3)C(=O)C2=CN1CCCCO (stereo unspecified)	-3	-3	-3	-1	8	-2	-3	1	28	2	11
Cc1nn(C(=O)c2cccnc2)c(C)c1Sc1ccccc1	24	32	1	19	12	-4	-1	4	-3	37	20
Cc1cccc2cc(CN(Cc3nnnn3C3CCCC3)C3CCCCC3)c(=O)[nH]c12	2	-14	3	15	-8	4	5	-1	1	7	-4

Source: PubChem (several laboratories)
